From PubChem BioAssay
Mcl1-Noxa inh: Mcl-1/Noxa binding inhibitors, primary screen, biochemical, TR-FRET, 1536-well | Induced myeloid leukemia cell differentiation protein Mcl-1 (Homo sapiens), Q07820 | TR-FRET Mcl-1/Noxa peptide binding, 2 h | inhibition, % at 21.7 µM | 1.5% of 220,000 active;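 active = compounds that cut the protein-peptide binding signal by more than 50% relative to plate controls in a single-dose test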;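 also: His-tagged Mcl-1 with rhodamine Noxa BH3 peptide and terbium anti-His antibody; 0% = Mcl-1 plus Noxa peptide wells and 100% = peptide-only wells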
Target sequence (Q07820 whole entry, looked up): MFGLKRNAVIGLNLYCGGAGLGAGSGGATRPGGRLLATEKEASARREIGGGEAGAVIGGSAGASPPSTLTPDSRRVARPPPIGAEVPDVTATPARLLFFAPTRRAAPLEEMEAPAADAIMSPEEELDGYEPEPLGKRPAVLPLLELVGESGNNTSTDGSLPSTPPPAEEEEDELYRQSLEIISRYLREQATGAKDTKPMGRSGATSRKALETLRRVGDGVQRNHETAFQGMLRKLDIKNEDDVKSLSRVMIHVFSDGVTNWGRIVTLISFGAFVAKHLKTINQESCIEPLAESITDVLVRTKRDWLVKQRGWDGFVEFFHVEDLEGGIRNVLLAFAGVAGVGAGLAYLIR
Rac1 wt GTP bind: wildtype Rac1 GTP binding modulators, primary screen, biochemical, GST-Rac1 beads, flow cytometry, multiplex | Ras-related C3 botulinum toxin substrate 1 (Homo sapiens), P63000 | fluorescent GTP binding; actives lie on both sides; 0 = cold GTP competed, 100 = untreated | GTP binding activity (% of control), % at 10 µM | 0.27% of 190,000 active;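 active = GTP binding activity at least 20 points away from the 100% control level, either lower or higher; inconclusive = compound flagged as likely green fluorescent, judged across all proteins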
Rab7 wt modul: modulators of GTP binding to Rab7, primary screen, biochemical, wildtype, multiplex bead flow cytometry; Rab7 GTPase wild type (dog), Bodipy-FL-GTP binding; GTP binding activity (percent of control), % at 10 µM; AID 758, 2007; 0.055% of 190,000 active; GST-Rab7 beads, fluorescent GTP binding; actives lie on both sides; untreated = 100%, excess cold GTP = 0%;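 active = fluorescent GTP binding to Rab7 beads changed by at least 20 points from the 100% baseline, either direction, mostly lower; inconclusive = compound itself probably fluorescent, or too few beads counted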;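 also: median green fluorescence of bound Bodipy-FL-GTP per Rab7 bead population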
Rac1 mut GTP: GTP binding modulators of activated mutant Rac1, primary screen, biochemical, bead-based flow cytometry, multiplex, fluorescent GTP | AID 764, 2007 | 0.11% of 190,000 active | percent activity (GTP binding), % at 10 µM | Ras-related C3 botulinum toxin substrate 1 (Homo sapiens), P63000 | GST-Rac1 activated beads; actives lie on both sides; 100% means binding = to untreated wells;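 active = GTP binding at least 20 percentage points away from the 100% baseline, in either direction, so actives lie on both sides; inconclusive = Compound likely fluorescent itself, or too few beads counted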
Rab2A wt mod: modulators of GTP binding to Rab2A wildtype, primary screen, biochemical, dog, bead-based flow cytometry, multiplex; Ras-related protein Rab-2A (Canis lupus familiaris), P61105; GST-Rab2 wt beads, Bodipy-GTP binding; GTP binding activity, % at 10 µM; 0.19% of 190,000 active;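 active = GTP binding activity at least 20 points away from 100%, either lowered or raised; inconclusive = signal likely due to the compound's own green fluorescence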;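 also: 0% = beads with excess unlabeled GTP and 100% = no-compound control corrected for plate trend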
Bim-Mcl-1: inhibitors of Bim peptide binding to Mcl-1, primary screen, biochemical, bead-based flow cytometry, multiplex | 0.1% of 190,000 active | inhibition, % at 10 µM | AID 1009, 2008 | Bim peptide-Mcl-1 binding; in the data active = inhibition above about 40%;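 also: 0% = no compound tracer wells and 100% = peptide blocker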
Mcl1-Bid inh: Mcl-1/Bid binding inhibitors, primary screen, biochemical, TR-FRET, 1536-well | TR-FRET Mcl-1/Bid-Dy647 peptide binding | inhibition, % at 21.7 µM | 0.97% of 220,000 active;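 active = compounds that cut the binding signal by more than half at the single screening dose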;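 also: His-tagged Mcl-1 with europium anti-His antibody binding Bid BH3 peptide; 0% = Mcl-1 plus peptide wells and 100% = peptide-only wells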
Pf gamet viab: late stage P. falciparum gametocyte viability inhibitors, primary screen, ATP luminescence, HTS; inhibition, % at 10.9 µM; 0.065% of 150,000 active; AID 743093, 2013; P. falciparum stage V gametocytes, 24 h;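 active = inhibition above the mean plus 3 SD of compounds within the control limits, set per campaign, cut at about 38% in these data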;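 also: 0% = DMSO wells and 100% = medium only without gametocytes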
HRas wt GTP bind: modulators of GTP binding to HRas wildtype, primary screen, biochemical, bead-based flow cytometry, multiplex; GST-Ras wt beads, Bodipy-FL-GTP binding; actives lie on both sides; GTP binding activity, % at 10 µM; 0.14% of 190,000 active;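 active = GTP binding activity at least 20% away from the 100% baseline, either lowered as inhibitor or raised as activator; inconclusive = flagged as likely green fluorescent, judged across all proteins in the well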;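 also: 0% = unlabeled GTP competition control and 100% = no-compound control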
Target sequence (P01112 whole entry, looked up): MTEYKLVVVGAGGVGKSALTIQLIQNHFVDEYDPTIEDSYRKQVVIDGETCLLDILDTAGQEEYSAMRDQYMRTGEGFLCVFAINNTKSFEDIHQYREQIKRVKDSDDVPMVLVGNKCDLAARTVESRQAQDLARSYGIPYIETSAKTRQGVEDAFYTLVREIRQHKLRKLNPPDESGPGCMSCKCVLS
Avidin bead fluor: green autofluorescence of compounds with avidin beads – biophysical, 488/530 nm, flow cytometry, artefact control, profiling panel | compound fluorescence 488/530 nm; active compounds read high | fluorescence (KMESF) at 10 µM | 0.38% of 220,000 active | AID 1775, 2009; in the data active = fluorescence above about 47; also: inactives centre near 10
Cdc42 wt: modulators of GTP binding to wildtype Cdc42, primary screen, biochemical, multiplex bead flow cytometry, Bodipy-GTP | GST-Cdc42 beads; actives lie on both sides | percent activity (GTP binding), % at 10 µM | 0.2% of 190,000 active | AID 761, 2007;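 active = percent activity GTP binding at least 20 points away from the 100% baseline, either down as inhibitor or up as activator; inconclusive = compound flagged as likely green fluorescent from well-wide comparison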;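 also: median bead fluorescence of bound Bodipy-FL-GTP at 100 nM; 0% = excess unlabeled GTP control and 100% = no compound control; below 100% means less GTP binding so inhibitor and above means activator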
Target sequence (P60953 whole entry, looked up): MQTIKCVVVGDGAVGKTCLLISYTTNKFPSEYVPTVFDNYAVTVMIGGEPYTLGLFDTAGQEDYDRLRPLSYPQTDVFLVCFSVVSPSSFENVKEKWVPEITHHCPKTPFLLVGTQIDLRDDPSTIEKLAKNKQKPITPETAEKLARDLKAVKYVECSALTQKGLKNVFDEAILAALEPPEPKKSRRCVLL
Numbers without * were called inactive; ? = inconclusive; / = not tested or not shown.

SMILES	Mcl1-Noxa inh	Rac1 wt GTP bind	Rab7 wt modul	Rac1 mut GTP	Rab2A wt mod	Bim-Mcl-1	Mcl1-Bid inh	Pf gamet viab	HRas wt GTP bind	Avidin bead fluor	Cdc42 wt
CCOc1ccc(-c2ccc(SCC(=O)NCC3CCCO3)nn2)cc1 (centres undefined)	1	?	?	?	?	-2	-4	24	?	11	?
Cc1ccc(S(=O)(=O)N2CCCCC2)cc1NC(=O)CSc1nnc(N)s1	5	?	?	?	?	0	-11	/	?	12	?
O=[N+]([O-])c1ccc2c(c1)[nH]c(=S)n2-c1ccccc1	15	93	94	88	88	-14	-64	26	92	7	90
CC(=O)c1cccc(NS(=O)(=O)c2ccc(N/C=C/C(=O)c3ccc(F)cc3)cc2)c1	20	97	98	98	98	-10	-41	/	99	6	99
Cc1ccc2nc(N3CCN(C(=O)c4cccs4)CC3)c(C#N)cc2c1	6	102	101	98	102	-1	-25	/	102	18	102
C=CCOCCN1C(=O)C2C3C=CC(C2C1=O)C1C2C(=O)N(CCOCC=C)C(=O)C2C31 (centres undefined)	8	99	91	96	96	-6	-5	3	97	9	98
O=C(Nc1ccccc1NC(=O)C1CCCO1)c1ccco1 (centres undefined)	-3	102	97	97	98	-2	-17	/	98	6	94
CN(C)S(=O)(=O)Oc1ccccc1C(=O)Nc1ccc(F)cc1F	16	105	110	96	103	0	-17	10	103	10	101
COc1cccc(C(=O)/C=C/Nc2ccc(S(=O)(=O)Nc3ncccn3)cc2)c1	18	96	99	96	94	0	-36	-21	95	7	98
COc1ccc(-n2cccc2/C=C/[N+](=O)[O-])cc1	38	103	98	97	97	0	10	-1	100	2	99
O=C(O)[C@@H]1CCCN1c1ncnc2sc3c(c12)CCC3	7	100	98	97	99	0	-24	8	97	7	101
CCN1CCN(C(=O)Cn2cnc3sc(C)c(S(=O)(=O)N4CCN(c5ncccn5)CC4)c3c2=O)CC1	2	100	102	98	100	-1	-5	14	98	11	100
CCOC(=O)CN1C(=O)C(Sc2n[nH]c(-c3cccc(C)c3)n2)CCc2ccccc21 (centres undefined)	18	102	97	100	98	-1	12	/	99	35	97
CCCn1c(=O)c(Cc2ccccc2)c(O)c2ccccc21	6	98	98	97	99	-1	-39	-18	101	12	101
COc1cccc(Oc2cn[nH]c2-c2ccc(OC)cc2O)c1	14	95	96	94	95	-2	18	15	96	187*	95
CCc1ccccc1NCC(=O)Nc1ccccc1C(=O)OC	11	98	97	99	98	-2	-11	/	96	12	100
O=C(O)CSc1nnnn1-c1ccc2c(c1)OCCO2	4	103	99	101	101	-3	1	4	103	33	102
Cc1cc(C)c(C)c(S(=O)(=O)N2CCNCC2)c1C	11	99	96	96	98	-2	-2	10	97	10	98
Cc1cc(C)cc(N(CC(=O)N/N=C/c2ccncc2)S(=O)(=O)c2ccccc2)c1	0	94	96	97	96	0	-13	0	95	12	97
N#CCC(=O)Nc1ccc(C(F)(F)F)cc1N1CCOCC1	17	97	109	94	99	1	-21	-15	97	11	98

A draw from above in order of molar mass, lowest first:
SMILES	Mcl1-Noxa inh	Rac1 wt GTP bind	Rab7 wt modul	Rac1 mut GTP	Rab2A wt mod	Bim-Mcl-1	Mcl1-Bid inh	Pf gamet viab	HRas wt GTP bind	Avidin bead fluor	Cdc42 wt
COc1ccc(-n2cccc2/C=C/[N+](=O)[O-])cc1	38	103	98	97	97	0	10	-1	100	2	99
O=[N+]([O-])c1ccc2c(c1)[nH]c(=S)n2-c1ccccc1	15	93	94	88	88	-14	-64	26	92	7	90
Cc1cc(C)c(C)c(S(=O)(=O)N2CCNCC2)c1C	11	99	96	96	98	-2	-2	10	97	10	98
O=C(O)[C@@H]1CCCN1c1ncnc2sc3c(c12)CCC3	7	100	98	97	99	0	-24	8	97	7	101
CCCn1c(=O)c(Cc2ccccc2)c(O)c2ccccc21	6	98	98	97	99	-1	-39	-18	101	12	101
O=C(O)CSc1nnnn1-c1ccc2c(c1)OCCO2	4	103	99	101	101	-3	1	4	103	33	102
O=C(Nc1ccccc1NC(=O)C1CCCO1)c1ccco1 (centres undefined)	-3	102	97	97	98	-2	-17	/	98	6	94
COc1cccc(Oc2cn[nH]c2-c2ccc(OC)cc2O)c1	14	95	96	94	95	-2	18	15	96	187*	95
CN(C)S(=O)(=O)Oc1ccccc1C(=O)Nc1ccc(F)cc1F	16	105	110	96	103	0	-17	10	103	10	101
COc1cccc(C(=O)/C=C/Nc2ccc(S(=O)(=O)Nc3ncccn3)cc2)c1	18	96	99	96	94	0	-36	-21	95	7	98
CCOC(=O)CN1C(=O)C(Sc2n[nH]c(-c3cccc(C)c3)n2)CCc2ccccc21 (centres undefined)	18	102	97	100	98	-1	12	/	99	35	97
CC(=O)c1cccc(NS(=O)(=O)c2ccc(N/C=C/C(=O)c3ccc(F)cc3)cc2)c1	20	97	98	98	98	-10	-41	/	99	6	99

New compounds follow
SMILES	Mcl1-Noxa inh	Rac1 wt GTP bind	Rab7 wt modul	Rac1 mut GTP	Rab2A wt mod	Bim-Mcl-1	Mcl1-Bid inh	Pf gamet viab	HRas wt GTP bind	Avidin bead fluor	Cdc42 wt
COC(=O)C(CC(C)C)NC(=O)/C=C/c1ccc(Cl)cc1 (centres undefined)	6	94	103	95	96	1	-16	-4	95	9	97
COc1cc2[nH]c(=O)n(CCC(=O)NC3CCN(Cc4ccccc4)CC3)c(=O)c2cc1OC	14	103	102	98	99	-1	-1	10	102	39	101
O=C(O)c1c[nH]c2ccc(F)cc2c1=O	-1	96	103	94	97	2	16	11	97	20	94
CCOC(=O)CSc1cc(=O)n(C)c2cc(Cl)ccc12	-3	106	102	100	102	0	-6	-4	102	22	101
C=C(C)COc1ccc(-c2nc(N)ncc2Oc2ccccc2OCC)c(O)c1	-24	98	96	96	96	-2	1	-30	98	/	95
C=CCNC(=O)c1ccc(N(CC=C)S(C)(=O)=O)cc1	2	100	100	99	96	-4	-4	/	99	14	96
O=C(CCSc1ccc(Cl)cc1)N1CCN(c2ncccn2)CC1	-12	102	101	96	99	-4	7	-12	100	12	99
CC1=NN(Cc2ccccc2)C(=O)C1	4	107	103	99	102	1	-49	/	103	2	104
O=S(=O)(c1cc(Cl)ccc1Cl)N1CCN(Cc2ccc3c(c2)OCO3)CC1	4	100	101	94	97	-5	4	/	98	27	98
Cc1ccc(NC(=O)c2ccc(NCCCN3CCOCC3)c([N+](=O)[O-])c2)cc1Cl	7	102	99	102	102	-2	-8	-13	101	10	99
CS(=O)(=O)N1CCCC(C(=O)NC2CCCCCCC2)C1 (centres undefined)	-2	98	98	95	98	-1	-29	15	98	10	100
O=C(N1CCN(Cc2ccccc2)CC1)C(Cl)(Cl)Cl	-4	104	102	99	102	0	-8	-9	103	8	102
FC(F)(F)c1ccc(N=Cc2sc(N3CCOCC3)nc2-c2ccccc2)cc1	1	100	97	98	95	-3	-1	15	98	12	99
Cc1c(/C(O)=C2\C(=O)C(=O)N(CCN(C)C)C2c2cccnc2)cnn1-c1ccccc1 (centres undefined)	16	104	97	99	93	-1	0	-5	96	15	103
CC1CN(C2CCN(S(=O)(=O)c3ccc(F)cc3)CC2)CC(C)O1 (centres undefined)	36	103	99	101	99	2	28	8	101	5	102
CCC(C)(C)n1nnnc1C(c1ccccn1)N1CCN(c2cccc(OC)c2)CC1 (centres undefined)	7	107	101	99	99	-4	-15	/	104	5	102
O=C(NN=C1c2ccccc2-c2ccccc21)c1ccccc1Br	-5	99	96	97	100	0	-29	/	100	6	99
N#CCC(=O)NN=C1CCCCCCCCCCC1	5	101	100	97	99	0	-15	8	102	11	98
CCc1nnc(N/N=C/c2c(Cl)cccc2Cl)n1N	21	104	103	98	102	-3	1	19	102	12	102
Cc1ccc2nc(-c3ccccc3)cc(C(=O)NCCCn3ccnc3)c2c1	/	87	89	92	92	-3	-35	/	91	9	93
CCCC(=O)C1=C(c2ccccc2)C(C#N)(C#N)C(C#N)=C1N	38	105	99	101	100	23	-21	/	100	2	105
CCC(=O)N1CCc2cc(Br)cc(S(=O)(=O)Nc3c(C)n(C)n(-c4ccccc4)c3=O)c21	21	98	98	96	97	0	-15	/	97	11	97
COc1ccc(CNCc2ccco2)cc1OCc1ccccc1	21	101	99	99	102	-10	24	/	101	15	98
CSc1nc(-c2ccccc2)ccc1C(N)=O	4	104	104	99	103	2	-17	-14	102	12	106
